# CR mimetic SO = lowers age-related superoxide in aged yeast cells; S. cerevisiae aged cells, superoxide DHE fluorescence; stronger effect = lower value; superoxide response (% of plate mean), % at 10 µM; 330,000 compounds, 0.18% hits;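 active = superoxide response under a set limit, about three screen SD below normal, cut at about 65% in these data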;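 note: yeast aged for seven days with compound at 30 °C before DHE staining; 100% = average MFI of all compound-treated wells on the plate with controls excluded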
# Efflux pump mplx = antifungal efflux pump inhibition, Nile Red retention; S. cerevisiae Candida pump triplex; inhibition, % at 10 µM; 330,000 compounds, 0.44% hits;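 active = plate passing quality check with inhibition over a set limit, or well fluorescence over plate mean plus 4 SD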;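 note: Nile Red retained in pooled yeast measured as flow cytometry median fluorescence; 0% = buffer negative control and 100% = Enniatin B positive control; higher means more Nile Red kept so more efflux inhibition; some compounds called inactive have numbers as strong as hits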
# AHR act = activates the human aryl hydrocarbon receptor; P35869; AHR-responsive luciferase reporter cells, luminescence; activation, % at 5 µM; 320,000 compounds, 2.5% hits; in the data active = activation above about 47%;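 note: 0% = vehicle wells and 100% = reference agonist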
# Target sequence (P35869 whole entry, looked up): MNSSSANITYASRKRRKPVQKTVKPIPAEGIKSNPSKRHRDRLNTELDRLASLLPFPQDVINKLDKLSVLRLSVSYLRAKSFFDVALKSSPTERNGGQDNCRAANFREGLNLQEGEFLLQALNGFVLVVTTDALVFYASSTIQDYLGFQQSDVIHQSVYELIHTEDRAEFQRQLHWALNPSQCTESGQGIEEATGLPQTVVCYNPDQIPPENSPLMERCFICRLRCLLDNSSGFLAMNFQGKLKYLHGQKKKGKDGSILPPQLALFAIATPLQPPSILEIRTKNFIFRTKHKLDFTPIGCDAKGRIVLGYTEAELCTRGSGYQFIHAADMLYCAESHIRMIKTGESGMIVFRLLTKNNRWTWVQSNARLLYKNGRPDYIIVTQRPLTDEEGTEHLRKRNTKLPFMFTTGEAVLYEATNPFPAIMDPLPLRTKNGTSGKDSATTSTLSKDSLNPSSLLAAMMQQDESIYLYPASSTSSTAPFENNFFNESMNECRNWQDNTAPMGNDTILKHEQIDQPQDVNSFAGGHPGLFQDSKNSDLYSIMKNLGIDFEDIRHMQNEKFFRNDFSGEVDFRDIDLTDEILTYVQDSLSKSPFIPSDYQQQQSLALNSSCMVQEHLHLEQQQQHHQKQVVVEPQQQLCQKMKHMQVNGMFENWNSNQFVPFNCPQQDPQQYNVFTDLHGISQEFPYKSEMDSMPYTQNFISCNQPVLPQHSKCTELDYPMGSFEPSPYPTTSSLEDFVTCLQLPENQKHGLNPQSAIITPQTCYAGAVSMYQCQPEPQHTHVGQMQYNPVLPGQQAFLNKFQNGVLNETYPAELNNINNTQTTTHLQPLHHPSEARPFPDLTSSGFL
# MEP2 TOR yeast = yeast TOR pathway MEP2-GFP modulation. S. cerevisiae MEP2-GFP strain, flow cytometry GFP, 3 h; 100% = DMSO control level. GFP response vs DMSO, % at 10 µM. 330,000 compounds, 0.51% hits. AID 2016;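 active = GFP response versus DMSO above a set limit, roughly screen mean plus 3 SD, cut at about 180% in these data; inconclusive = fewer than 70 cells counted for a yeast strain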;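 note: median GFP fluorescence of the barcode-gated MEP2-GFP cells per well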
# LAP4-GFP MLPCN = alters LAP4-GFP fluorescence in TOR pathway yeast screen; GFP response vs DMSO, % at 10 µM; 320,000 compounds, 0.34% hits; S. cerevisiae LAP4-GFP multiplex, flow cytometry GFP, 3 h; median GFP as percent of DMSO wells;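 active = GFP response vs DMSO above a set limit, about the screen mean plus 3 SD, cut at about 150% in these data; inconclusive = under 70 cell events counted for the yeast strain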
# CIT2 TOR yeast = yeast TOR pathway CIT2-GFP modulation. AID 2029. S. cerevisiae CIT2-GFP strain, flow cytometry, 3 h; 100 means same as DMSO wells. 320,000 compounds, 0.065% hits. GFP response vs DMSO, % at 10 µM;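 active = GFP response relative to DMSO above a set limit, near the screen mean plus 3 SD, cut at about 150% in these data; inconclusive = Fewer than 70 cells measured for a yeast strain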;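 note: ratio of well median GFP fluorescence to mean of DMSO wells on the plate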
# RPL19A TOR yeast = yeast TOR pathway RPL19A-GFP modulation; S. cerevisiae RPL19A-GFP strain, flow cytometry, 3 h; stronger effect = lower value; percent response vs DMSO, % at 10 µM; 330,000 compounds, 0.3% hits; AID 2025;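 active = percent response vs DMSO below 50%; inconclusive = fewer than 70 events counted for the yeast strain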;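 note: median channel GFP fluorescence of the barcoded RPL19A-GFP strain; ratio of sample median GFP to plate DMSO average so 100% = DMSO; lower means less RPL19A-GFP as with rapamycin TOR inhibition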
# AGP1 TOR yeast = yeast TOR pathway AGP1-GFP modulation; S. cerevisiae AGP1-GFP multiplex flow cytometry, 3 h; GFP as percent of DMSO wells; GFP response vs DMSO, % at 10 µM; 320,000 compounds, 0.02% hits;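 active = GFP response relative to DMSO above a set limit, near screen average plus 3 SD, cut at about 150% in these data; inconclusive = fewer than 70 cells counted for the yeast strain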;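 note: median GFP channel fluorescence of the gated AGP1 strain per well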
# Active calls of the source: *; ? = inconclusive; . = not tested or not shown; [ ] = remark or other dose.
SMILES,CR mimetic SO,Efflux pump mplx,AHR act,MEP2 TOR yeast,LAP4-GFP MLPCN,CIT2 TOR yeast,RPL19A TOR yeast,AGP1 TOR yeast
CCCn1nnnc1SCC(=O)NCc1ccc(OC)cc1,104,0.0,1,103,89,96,91,94
Cc1cccc(C)c1OCC(=O)Nc1cccc(S(=O)(=O)N2CCCC2)c1,103,0.0,2,104,118,101,106,109
O=[N+]([O-])c1cccc2ccc(/C=C/c3ccc(Cl)cc3)nc12,96,-0.2,62*,108,92,103,102,98
CCC(=O)NC(c1cccc([N+](=O)[O-])c1)c1c(O)ccc2ccccc12 (stereo not drawn),98,0.0,0,98,97,93,94,101
COc1ccc(S(=O)(=O)Nc2noc3ccccc23)cc1OC,54*,0.2,-1,102,92,109,96,93
COc1ccc(NC(=O)c2[nH]c(C)c(C(C)=O)c2C)cc1,94,-0.1,61*,104,105,96,98,102
C/C(=N\NC(=O)c1nn(C)cc1Br)c1cccc(NC(=O)C(C)(C)C)c1,109,-0.1,12,94,.,91,96,95
CC(=O)c1nn(-c2cccc(C)c2)cc1C(=O)c1cccc(Br)c1,95,0.0,1,95,103,86,94,101
Cc1ccc(C2Nc3ccccc3C(=O)N2CCN2CCNC2=O)cc1 (stereo not drawn),113,0.3,8,93,108,95,98,97
COCCN(CCOC)C(=S)Nc1cc(S(=O)(=O)N(C)C)ccc1C,100,-0.1,0,150,113,121,100,97
CCOC(=O)c1sc(NC(=O)CCc2ccc(OC)cc2)nc1C,88,0.1,-3,106,88,77,100,54
COc1ccc(NCc2nnc(SCC(=O)NCc3ccccc3)n2-c2ccccc2OC)cc1,94,0.0,2,106,106,102,105,106
CCC(C)NS(=O)(=O)c1cc2c3c(c1)CCN3C(=O)CC2 (stereo not drawn),96,0.2,0,109,104,100,100,104
COc1ccc(NC(=O)Nc2ccc3c(c2)C(=O)N([C@H](C)CO)C[C@H](C)[C@@H](CN(C)C(=O)Nc2ccccc2)O3)cc1,114,0.1,0,83,85,94,88,86
NCC(O)CN(c1ccccc1)c1ccccc1 (stereo not drawn),87,0.2,0,102,99,101,100,103
CN(Cc1c(F)cccc1Cl)C(=O)C1=CC=CN2CCS(=O)(=O)N=C12,103,0.1,0,103,97,91,99,96
CCN(CC)Cc1c(CC(C)C)oc(C)c1C(=O)O,90,-0.1,-2,87,89,92,93,86
CC(/C=N/NC(=O)c1ccc(Br)cc1)=C\c1ccccc1,101,-0.1,1,104,101,100,104,101
CC(C)c1ccc(NC(=O)Cn2nnc(C(=O)NCc3ccco3)c2N)cc1,85,-0.1,0,104,104,104,101,104
Cc1ccsc1/C=N/N=C1\C(=O)Nc2ccccc21,121,0.0,70*,104,92,96,99,95
O=C1CCCC/C1=C/Nc1ccc2c(c1)OCO2,118,-0.3,11,99,91,100,99,98
COc1ccc(N2C(=O)c3cccc4cccc(c34)C2=O)nn1,80,0.0,65*,101,82,110,99,103
Cc1ccc(S(=O)(=O)N2CCC(C(=O)OCC(=O)N(CCC#N)c3ccc(F)cc3)CC2)cc1C,98,0.0,-1,87,91,81,87,88
O=c1[nH]c2ccccc2nc1-c1ccc(Cl)cc1,97,0.0,76*,570*[may fluoresce violet],98[may fluoresce violet],?,45*[may fluoresce violet],?
CC(C)(C)c1cc(OC(=O)C2CCCC2)ccc1O,79,0.2,0,111,88,114,111,105
SMILES,CR mimetic SO,Efflux pump mplx,AHR act,MEP2 TOR yeast,LAP4-GFP MLPCN,CIT2 TOR yeast,RPL19A TOR yeast,AGP1 TOR yeast
COC(=O)c1ccc(COc2c(F)c(F)cc(F)c2F)o1,101,0.0,1,103,95,94,101,94
COc1ccccc1N1CCN(CC(O)COCc2cccs2)CC1 (stereo not drawn),103,0.1,-3,108,93,107,109,104
CC(C)[C@H](NS(=O)(=O)c1ccc2c(c1)OCCO2)C(=O)OCC(=O)Nc1cccc(Cl)c1Cl,110,16*,2,97,93,100,102,96
O=C(Nc1nccs1)c1cnccn1,106,-0.1,1,101,102,99,97,95
O=S(=O)(c1ccc(N2CCOCC2)nc1)N1CCOCC1,113,0.4,0,98,97,93,95,97
O=C(Nc1nnc(SCc2ccccc2)s1)c1cc2c(s1)CCCC2,107,-0.2,11,114,112,119,105,108
CC1(C)CC(NC(=O)c2cc(COc3cccc(C(F)(F)F)c3)on2)CCO1 (stereo not drawn),112,-0.1,4,104,103,102,106,103
COCCn1ccc2c(OCC(=O)Nc3ccccc3OC)cccc2c1=O,99,-0.1,8,106,131,120,100,118
CCOc1ccc(-c2ncncc2-c2ccccc2OC)c(O)c1,86,0.2,14,101,101,101,107,104
Cc1nc2ccsc2c(=O)n1-c1ccc(Cl)cc1,94,0.0,14,110,96,96,96,91
COC(=O)CCC(=O)c1oc2ccccc2c1NC(=O)CCCN1C(=O)c2ccccc2C1=O,99,-0.1,0,98,97,98,99,101
O=C(NC1CCS(=O)(=O)C1)/C(=C\c1ccc(F)cc1)NC(=O)c1ccccc1 (stereo not drawn),110,-0.1,1,101,102,99,103,106
Cc1ccc(NC(=O)c2cc(-c3cc(C)c(C)cc3O)n[nH]2)cc1C,107,-0.1,-3,113,109,102,100,106
Nc1ccc(-n2nnnc2CN2CCOCC2)cc1,98,0.1,3,107,103,95,105,97
Cc1ccc(N2C3=C(C(=O)CC(C)(C)C3)C(c3cn(C)nc3C)C3=C2CC(C)(C)CC3=O)cc1,117,0.2,2,180*,149,153*,104,113
O=S(=O)(c1ccccc1)N1CCN=C1SCc1cccc(Cl)c1,91,0.1,0,112,99,113,104,103
CC(C)c1ccc(NC(=O)COc2nnc(-c3cccs3)c(-c3cccs3)n2)cc1,124,0.1,2,98,96,98,98,100
CCC(=O)N1CCc2cc(S(=O)(=O)NCCC(=O)NC3CCCc4ccccc43)ccc21 (stereo not drawn),91,0.0,18,100,103,107,100,100
Cc1ccc(NC(=O)C2CC(=O)Nc3nncn32)cc1 (stereo not drawn),100,0.1,5,103,90,102,100,41
COc1ccccc1NC(=O)CSc1ccc2nnc(-c3ccccn3)n2n1,103,-0.2,1,107,102,99,98,104
Cc1cc(C(=O)CN2CCC(C)CC2)c(C)n1-c1ccccc1F,109,0.0,-4,102,93,98,102,94
CC(C)(C)OC(=O)NC1CNNC1=O (stereo not drawn),81,0.1,-1,93,108,100,98,99
CCOC(=O)C(CCCCCCP(=O)(c1ccccc1)c1ccccc1)NC(C)=O (stereo not drawn),108,0.1,-3,96,.,.,97,.
Cc1ccc(CSc2nnc(-c3cccc4ccccc34)o2)cc1,87,-0.3,45,103,117,100,98,101
CCC(C)(C)n1nnnc1C(c1cc(OC)c(OC)c(OC)c1)N1CCN(c2ccccc2)CC1 (stereo not drawn),104,0.0,-2,105,102,104,104,106

# No new results follow: entries from further up.
SMILES,CR mimetic SO,Efflux pump mplx,AHR act,MEP2 TOR yeast,LAP4-GFP MLPCN,CIT2 TOR yeast,RPL19A TOR yeast,AGP1 TOR yeast
COc1ccccc1N1CCN(CC(O)COCc2cccs2)CC1 (stereo not drawn),103,0.1,-3,108,93,107,109,104
CC(C)[C@H](NS(=O)(=O)c1ccc2c(c1)OCCO2)C(=O)OCC(=O)Nc1cccc(Cl)c1Cl,110,16*,2,97,93,100,102,96
O=C(Nc1nccs1)c1cnccn1,106,-0.1,1,101,102,99,97,95
O=S(=O)(c1ccc(N2CCOCC2)nc1)N1CCOCC1,113,0.4,0,98,97,93,95,97
O=C(Nc1nnc(SCc2ccccc2)s1)c1cc2c(s1)CCCC2,107,-0.2,11,114,112,119,105,108
CC1(C)CC(NC(=O)c2cc(COc3cccc(C(F)(F)F)c3)on2)CCO1 (stereo not drawn),112,-0.1,4,104,103,102,106,103
COCCn1ccc2c(OCC(=O)Nc3ccccc3OC)cccc2c1=O,99,-0.1,8,106,131,120,100,118
CCOc1ccc(-c2ncncc2-c2ccccc2OC)c(O)c1,86,0.2,14,101,101,101,107,104
Cc1nc2ccsc2c(=O)n1-c1ccc(Cl)cc1,94,0.0,14,110,96,96,96,91
COC(=O)CCC(=O)c1oc2ccccc2c1NC(=O)CCCN1C(=O)c2ccccc2C1=O,99,-0.1,0,98,97,98,99,101
O=C(NC1CCS(=O)(=O)C1)/C(=C\c1ccc(F)cc1)NC(=O)c1ccccc1 (stereo not drawn),110,-0.1,1,101,102,99,103,106
Cc1ccc(NC(=O)c2cc(-c3cc(C)c(C)cc3O)n[nH]2)cc1C,107,-0.1,-3,113,109,102,100,106
Nc1ccc(-n2nnnc2CN2CCOCC2)cc1,98,0.1,3,107,103,95,105,97
Cc1ccc(N2C3=C(C(=O)CC(C)(C)C3)C(c3cn(C)nc3C)C3=C2CC(C)(C)CC3=O)cc1,117,0.2,2,180*,149,153*,104,113
O=S(=O)(c1ccccc1)N1CCN=C1SCc1cccc(Cl)c1,91,0.1,0,112,99,113,104,103
CC(C)c1ccc(NC(=O)COc2nnc(-c3cccs3)c(-c3cccs3)n2)cc1,124,0.1,2,98,96,98,98,100
CCC(=O)N1CCc2cc(S(=O)(=O)NCCC(=O)NC3CCCc4ccccc43)ccc21 (stereo not drawn),91,0.0,18,100,103,107,100,100
Cc1ccc(NC(=O)C2CC(=O)Nc3nncn32)cc1 (stereo not drawn),100,0.1,5,103,90,102,100,41
COc1ccccc1NC(=O)CSc1ccc2nnc(-c3ccccn3)n2n1,103,-0.2,1,107,102,99,98,104

# Continued:
SMILES,CR mimetic SO,Efflux pump mplx,AHR act,MEP2 TOR yeast,LAP4-GFP MLPCN,CIT2 TOR yeast,RPL19A TOR yeast,AGP1 TOR yeast
Cc1ccc(S(=O)(=O)N2CCN(C(=O)c3n[nH]c(=O)c4ccccc34)CC2)c(C)c1,122,-0.2,3,102,107,102,106,107
O=C(COc1ccccc1)N(Cc1nnc(-c2ccccc2Cl)o1)C1CC1,89,0.0,5,102,101,108,97,99
O=C(CN(Cc1ccco1)C(=O)c1ccc(F)cc1F)Nc1ccccc1C(F)(F)F,98,-0.1,1,100,88,106,103,100
Cc1ccccc1CN(C)C(=O)COC(=O)CSc1ccc([N+](=O)[O-])cc1,91,-0.1,0,98,128,98,94,100
COc1cc(/C=N/NC(=O)CSc2ccccn2)ccc1O,96,0.4,6,99,76,100,100,99
Cc1noc(C)c1COc1ccccc1C(=O)N(C)CC(=O)Nc1cccc(F)c1,111,-0.1,-1,99,96,96,98,99
Cc1ccccc1CSCCNC(=O)c1ccccc1,107,0.1,0,101,88,92,102,93
CC(OC(=O)c1ccc(O)cc1)C(=O)Nc1cc(C(F)(F)F)ccc1Cl (stereo not drawn),107,0.1,0,97,88,77,99,97
CCN1CCCc2cc(CN(CCN3CCOCC3)C(=S)Nc3cccc(Cl)c3)ccc21,92,0.1,5,101,107,93,95,99
COc1cccc(N(C(=O)c2snc(C(N)=O)c2N)C(C(=O)NCc2ccccc2)c2ccc(O)cc2)c1 (stereo not drawn),115,-0.1,13,111,103,103,102,92
C=CCOc1ccc(CNCc2cccnc2)cc1,97,-0.1,9,105,92,102,104,103
COc1ccc(NC(=O)c2cc(-c3cc(C)cc(C)c3O)n[nH]2)cc1Cl,99,0.0,80*,97,119,100,101,105
COCCNC(=O)CCc1c(C)nc2c(c(C)nn2-c2ccc(C)c(C)c2)c1C,106,0.1,7,110,100,98,100,89
S=C(Nc1ccc2nsnc2c1)N1CCCCC1,82,-0.2,5,103,102,94,96,97
